LEDGF integ inh = blockers of LEDGF/p75-dependent integrase strand transfer – biochemical, TR-FRET, high throughput, primary screen; HIV-1 integrase (with human LEDGF/p75); TR-FRET IN-LEDGF/p75 DNA integration, Eu/Cy5; inhibition, % at 3.7 µM; 370,000 tested, 0.64% active;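 active = inhibition above the screen-wide mean plus 3 SD, cut at about 13% in these data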;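 also: signal is the Cy5 over europium emission ratio at 671 and 618 nm; 0% = plate median of compound wells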
PG9 Ab binder = binders of HIV-1 gp120 antibody PG9, primary screen, biochemical, TR-FRET | inhibition, % at 6.7 µM | HIV-1 gp120 / PG9 antibody interaction | AID 624416, 2012 | TR-FRET gp120-PG9 antibody binding | 360,000 tested, 0.43% active; in the data active = inhibition above about 8.5%
TCR-CD3 inh = inhibitors of human TCR-CD3 interaction, primary screen, biochemical, fluorescence, TAMRA-labeled TCR probe | T-cell receptor (TCR) | inhibition, % at 9.4 µM | 360,000 tested, 0.37% active | AID 651800, 2012; in the data active = inhibition above about 19%;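 also: recombinant mutant TCR 2C K166C tagged with TAMRA read by polarization; 0% = receptor in buffer alone and 100% = receptor with positive control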
MBD2 DNA inh = inhibitors of MBD2 binding to methylated DNA, primary screen, biochemical, TR-FRET, DNA-binding domain, human; inhibition, % at 4.4 µM; AID 686964, 2013; MBD2 binding to methylated oligonucleotide; 370,000 tested, 0.31% active; Methyl-CpG-binding domain protein 2 (Homo sapiens), Q9UBB5; in the data active = inhibition above about 13%
rCAG RNA binder = binders of r(CAG) RNA repeats, primary screen, biochemical, fluorescence | r(CAG) RNA repeat, TO-PRO-1 dye displacement fluorescence | inhibition, % at 3 µM | 370,000 tested, 1.3% active;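 active = inhibition above the plate cutoff, the mean of all test compounds on that plate plus 3 SD, cut at about 35% in these data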;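 also: 0% = DMSO alone and 100% = 100 µM mitoxantrone as full dye displacement; higher means more dye released from RNA so lower well fluorescence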
NR1D1 modulator = modulators of Rev-erb alpha DNA binding, primary screen, biochemical, FITC-DNA, fluorescence polarization, uHTS; 370,000 tested, 0.79% active; activity, % at 10 µM; Nuclear receptor subfamily 1 group D member 1 (Homo sapiens), P20393; Rev-erbα–FITC-DNA binding, 90 min; AID 1259318, 2017;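 active = activity above about 14%, limit read from the data; passing the limit was not always enough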;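 also: 0% = DMSO wells with 35 nM protein and 100% = DMSO wells with 750 nM protein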
Target sequence (P20393 whole entry, looked up): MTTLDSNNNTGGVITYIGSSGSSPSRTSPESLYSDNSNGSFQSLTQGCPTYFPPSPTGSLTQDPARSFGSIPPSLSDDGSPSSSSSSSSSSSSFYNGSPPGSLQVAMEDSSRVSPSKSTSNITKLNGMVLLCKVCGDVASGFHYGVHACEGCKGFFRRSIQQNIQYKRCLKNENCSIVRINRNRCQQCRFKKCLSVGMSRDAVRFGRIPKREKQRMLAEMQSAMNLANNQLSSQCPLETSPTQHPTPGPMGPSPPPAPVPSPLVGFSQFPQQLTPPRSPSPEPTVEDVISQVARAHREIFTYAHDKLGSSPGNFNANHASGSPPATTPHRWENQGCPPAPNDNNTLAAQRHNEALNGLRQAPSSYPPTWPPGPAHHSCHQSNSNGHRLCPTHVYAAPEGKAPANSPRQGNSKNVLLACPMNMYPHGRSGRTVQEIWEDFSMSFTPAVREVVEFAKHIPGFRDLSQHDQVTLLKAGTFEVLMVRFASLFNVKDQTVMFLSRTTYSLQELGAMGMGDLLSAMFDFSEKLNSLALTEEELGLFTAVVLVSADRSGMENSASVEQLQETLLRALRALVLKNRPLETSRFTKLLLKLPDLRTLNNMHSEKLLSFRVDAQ
PRMT1 FP inh = PRMT1 methyltransferase inhibitors, primary screen, biochemical, fluorescence polarization; inhibition, % at 2.79 µM; 370,000 tested, 1.3% active; recombinant PRMT1, activity-based probe fluorescence polarization;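 active = inhibition above about 21% made by adding two undisclosed values, limit read from the data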
mABHD4 FP = ABHD4 inhibitors, primary screen, biochemical, fluorescence polarization, mouse; (Lyso)-N-acylphosphatidylethanolamine lipase (Mus musculus), Q8VD66; purified mABHD4, FP-Rh probe fluorescence polarization; inhibition, % at 8.92 µM; 370,000 tested, 0.54% active; AID 720543, 2013;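 active = inhibition exceeding the mean over every tested compound plus 3 SD, cut at about 30% in these data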;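 also: 0% = plate median of compound wells and 100% = S159A mutant with DMSO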
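Assay system: mouse ABHD4 enzyme, wild type / Also added: fluorescent activity-based probe FP-Rh / Doses: single nominal dose of 8.92 µM, 0.89% DMSO final / Timing: 45 min compound pre-incubation plus 60 min probe step, 25 °C / Signal: FP readout, ex 525 nm / em 598 nm / Control set: S159A mutant/DMSO as 100%, compound-well median as 0%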
UHRF1 binding = UHRF1 methylated DNA binding inhibitors, primary screen, counter-screen for MBD2 inhibitor project, biochemical, TR-FRET, human UHRF1, single concentration | E3 ubiquitin-protein ligase UHRF1 (Homo sapiens), Q96T88 | UHRF1 binding to methylated oligo | inhibition, % at 4.4 µM | 370,000 tested, 0.75% active; in the data active = inhibition above about 21%;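 also: UHRF1 SRA domain binding a hemimethylated CpG hairpin DNA probe; 0% = median of test compound wells and 100% = reference inhibitor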
HTRA1 inh = HTRA1 serine protease inhibitors, primary screen, biochemical, fluorescence polarization, HTS; Q92743; recombinant HTRA1, FP-rhodamine activity-based probe; inhibition, % at 5.96 µM; 340,000 tested, 0.5% active; AID 504803, 2011; in the data active = inhibition above about 36%;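 also: 0% = enzyme with DMSO and 100% = wells lacking enzyme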
Target sequence (Q92743 whole entry, looked up): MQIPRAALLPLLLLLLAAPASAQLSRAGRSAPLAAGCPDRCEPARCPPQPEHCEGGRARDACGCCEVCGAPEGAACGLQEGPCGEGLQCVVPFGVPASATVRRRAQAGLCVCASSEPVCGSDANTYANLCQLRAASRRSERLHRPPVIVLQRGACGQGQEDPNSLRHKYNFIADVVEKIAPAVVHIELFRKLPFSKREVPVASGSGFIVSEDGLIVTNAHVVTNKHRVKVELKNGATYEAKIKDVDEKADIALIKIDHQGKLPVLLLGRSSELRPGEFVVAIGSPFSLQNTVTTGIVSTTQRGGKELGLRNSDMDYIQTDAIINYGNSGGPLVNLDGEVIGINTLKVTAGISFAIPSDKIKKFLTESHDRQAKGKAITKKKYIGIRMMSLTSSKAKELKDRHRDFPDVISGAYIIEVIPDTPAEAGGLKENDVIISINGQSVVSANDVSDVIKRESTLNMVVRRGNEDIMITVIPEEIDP
Active calls of the source: *; nt = not tested or not shown.

SMILES | LEDGF integ inh | PG9 Ab binder | TCR-CD3 inh | MBD2 DNA inh | rCAG RNA binder | NR1D1 modulator | PRMT1 FP inh | mABHD4 FP | UHRF1 binding | HTRA1 inh
NNC(=O)c1ccc2nc(-c3ccc(Br)cc3)cn2c1 | 5 | -2.0 | -1 | 4 | 5 | -1 | -6 | -1 | -3 | -5
CC1C(=O)Nc2ccc(S(=O)(=O)N3CCN(c4ccccc4F)CC3)cc2NC1=O (stereo unspecified) | 6 | -0.5 | -3 | -4 | 7 | 8 | -6 | 2 | 0 | -3
CCOc1ccc(N2C(=O)CC(SC(=NC)Nc3ccc4c(c3)OCO4)C2=O)cc1 (stereo unspecified) | 1 | -1.8 | -6 | 1 | 3 | 0 | -1 | 4 | 1 | 15
CCCc1cc(=O)[nH]c2nnc(SCC(=O)NC3CCCCC3)n12 | -7 | 1.1 | -15 | 5 | -1 | 7 | 2 | -4 | 2 | 1
O=C(c1ccccc1CCc1ccccc1)N1CCCC1 | 1 | 1.5 | -1 | 1 | -5 | -5 | -2 | -2 | -1 | 1
COc1ccc2c(c1)c(C(=O)CN1CCOCC1)c(C)n2C | -4 | -2.6 | 6 | 0 | 0 | 0 | -1 | 3 | -2 | 3
O=C(Nc1ccc(SC(F)F)cc1)c1ccc(F)cc1 | -3 | -1.8 | -7 | 0 | -4 | 4 | 4 | -11 | 4 | -26
C=CCN1c2ccccc2[C@]23C[C@@H](C(=O)OC)N(C(=O)c4cccs4)C2=NC(C(=O)OC)=C(C(=O)OC)[C@H]13 | -3 | -0.2 | -1 | -5 | 0 | 4 | 0 | 2 | -1 | -6
Cc1ccc(NC(=O)C2(c3ccc([N+](=O)[O-])cc3)CCCC2)cc1 | 0 | -0.7 | -1 | -1 | -2 | -1 | 2 | -7 | 0 | -21
CCCN1CCCCC(NC(=O)c2ccc(F)c(F)c2)C1=O (stereo unspecified) | -2 | -2.0 | -3 | 5 | 1 | -3 | 0 | -3 | -1 | nt
O=C(NCCc1cscn1)C1CCC(=O)N(Cc2ccc(Cl)cc2)C1 (stereo unspecified) | -2 | -2.8 | 1 | 2 | -7 | -1 | 1 | 4 | 13 | 0
O=C(O)/C(=C\c1cccc([N+](=O)[O-])c1)c1ccc(S(=O)(=O)N2CCCCC2)s1 | 4 | -0.8 | 13 | 1 | 38* | -2 | 5 | 5 | 2 | -10
C/C(=N\NC(=O)c1ccco1)c1cc2ccccc2o1 | -1 | 0.4 | -9 | -6 | -2 | -8 | -1 | 3 | 1 | -4
CCOC(=O)C(NC(=O)Nc1ccc(F)cc1F)(Oc1ccc(F)cc1)C(F)(F)F (stereo unspecified) | -1 | -3.3 | 0 | 2 | -1 | 0 | 1 | 3 | 1 | 8
CCCCOC(=O)c1ccc(NC(=O)C(=O)CC(=O)c2ccc(OC)cc2)cc1 | -1 | 0.4 | -3 | 7 | 10 | -2 | 9 | -10 | 3 | -12
CCCCC(O)(CCCC)C(=O)NNc1ccccc1 | 2 | 0.0 | 8 | -1 | 1 | 0 | 0 | -8 | -1 | 0
O=C1/C(=C/c2ccccc2[N+](=O)[O-])COc2ccccc21 | 0 | 0.0 | 0 | -1 | 0 | -3 | 8 | -1 | 5 | -4
CC(C)COP(=O)(OCC(C)C)C(O)c1ccc(N(C)C)cc1 (stereo unspecified) | -1 | -2.0 | 0 | 2 | -12 | 5 | 1 | -1 | 0 | 4
COc1ccc(CN2CCCCC2C)cc1OC (stereo unspecified) | -3 | 0.1 | -4 | 7 | -2 | -6 | 4 | -9 | 1 | -7
COc1ccc(CCC(=O)N2CCN(S(=O)(=O)c3ccc(OC)cc3)CC2)cc1 | -5 | 2.0 | -13 | -1 | 0 | -3 | 6 | 2 | -1 | 1
COc1ccccc1NC(=O)CSc1ncnc2c1oc1ccccc12 | -3 | 2.7 | -5 | 7 | 1 | 1 | 2 | -2 | 3 | 6
COc1cccc(CNC(=S)Nc2cccc(Cl)c2C)c1 | 2 | 2.4 | -1 | -5 | -2 | -3 | 0 | -8 | -1 | -8
c1ccc(-c2nn(Cc3ncco3)c3ccccc23)cc1 | 3 | nt | nt | 3 | nt | 1 | -3 | 6 | 2 | nt
CCOC(=O)CCNC(C(=O)OCC)c1ccccc1 (stereo unspecified) | -3 | -1.2 | 3 | -3 | 1 | -5 | -1 | -3 | -2 | 5
Cc1[nH][nH]c(=O)c1C(c1c(C)[nH][nH]c1=O)c1cn(Cc2ccccc2Cl)c2ccccc12 | 20* | -3.3 | 0 | -5 | 17 | -5 | 7 | 10 | 23* | 12
COC(=O)c1cc(OC)c(OC)cc1NC(=O)CCNC(=O)c1ccco1 | 1 | 0.6 | -2 | 3 | 1 | -2 | 2 | 5 | 0 | 2
Cc1ccc(S(=O)(=O)N2CCC(=O)N([C@H](CO)Cc3ccccc3)CC2)cc1 | -1 | -0.9 | 1 | 5 | -1 | 3 | -5 | -2 | 0 | nt
O=C(Nc1nc(-c2ccccc2)cs1)C1COc2ccccc2O1 (stereo unspecified) | 3 | 1.5 | 4 | 0 | 4 | 2 | 2 | -29 | 13 | -43
OC(COCc1ccc2c(c1)OCO2)CN1CCC(Cc2ccccc2)CC1 (stereo unspecified) | 0 | 0.6 | -2 | 2 | -10 | 7 | 1 | 6 | 0 | -3
c1ccc2c(c1)ncn2CCn1cnc2ccccc21 | -4 | 0.1 | -5 | -4 | -1 | -3 | 0 | -4 | 1 | 6

Full records, looked up by structure. Values in the order: LEDGF integ inh	PG9 Ab binder	TCR-CD3 inh	MBD2 DNA inh	rCAG RNA binder	NR1D1 modulator	PRMT1 FP inh	mABHD4 FP	UHRF1 binding	HTRA1 inh
CCOC(=O)C(NC(=O)Nc1ccc(F)cc1F)(Oc1ccc(F)cc1)C(F)(F)F (stereo unspecified) is listed as -1	-3.3	0	2	-1	0	1	3	1	8
COC(=O)c1cc(OC)c(OC)cc1NC(=O)CCNC(=O)c1ccco1 is listed as 1	0.6	-2	3	1	-2	2	5	0	2
CCCCOC(=O)c1ccc(NC(=O)C(=O)CC(=O)c2ccc(OC)cc2)cc1 is listed as -1	0.4	-3	7	10	-2	9	-10	3	-12
CCCN1CCCCC(NC(=O)c2ccc(F)c(F)c2)C1=O (stereo unspecified) is listed as -2	-2.0	-3	5	1	-3	0	-3	-1	nt
COc1ccccc1NC(=O)CSc1ncnc2c1oc1ccccc12 is listed as -3	2.7	-5	7	1	1	2	-2	3	6

New compounds follow:
SMILES | LEDGF integ inh | PG9 Ab binder | TCR-CD3 inh | MBD2 DNA inh | rCAG RNA binder | NR1D1 modulator | PRMT1 FP inh | mABHD4 FP | UHRF1 binding | HTRA1 inh
COc1cccc(CCNC(=O)CCCC(=O)c2ccccc2)c1 | -4 | -0.9 | -9 | 2 | -8 | 1 | 1 | -4 | 2 | 6
CC(=O)Nc1ccc(-c2nnn(CC(=O)c3ccc(F)cc3)n2)cc1Cl | -5 | 0.7 | -5 | 0 | 5 | -1 | 4 | -8 | 1 | -8
COc1cc(NC(=O)C2CCCN(S(=O)(=O)c3ccc(Cl)s3)C2)cc(OC)c1 (stereo unspecified) | -2 | nt | nt | 4 | 8 | -4 | 1 | -20 | 0 | nt
O=C(CC(=O)c1cc(Cl)ccc1O)c1ccccc1 | -1 | 0.1 | -1 | 3 | 4 | 4 | 0 | 6 | 1 | -12
O=C(CSc1nncs1)Nc1ccc(Cl)cn1 | 0 | -0.9 | -2 | -1 | -1 | 8 | -2 | 1 | 1 | -1
Cc1cccc(Nc2ncnc3c2cnn3C)c1 | -2 | -0.3 | -4 | 5 | -3 | 7 | 4 | -3 | 4 | -9
CCN(CC)C(=O)c1cccc(-c2csc(C(C)(O)c3cccc(OC)c3)n2)c1 (stereo unspecified) | 2 | 0.3 | -6 | 2 | 0 | -1 | -3 | 5 | 0 | nt
CCN(C(=O)c1cccs1)c1nnc(-c2ccncc2)s1 | 2 | 0.9 | -8 | 0 | -7 | 1 | -5 | 6 | -3 | -4
COc1ccc2c(c1)CCCC21SC(NC(C)=O)=NN1C(C)=O (stereo unspecified) | 1 | 0.2 | 4 | -1 | -3 | -4 | 1 | 4 | 1 | 2
O=C(NCCc1ccccn1)C1CCCN(S(=O)(=O)Cc2ccccc2)C1 (stereo unspecified) | -1 | -1.0 | -3 | 0 | -3 | 2 | 1 | -4 | 0 | 1
CC(OC(=O)CN(C)S(=O)(=O)c1ccc(Cl)cc1)C(=O)Nc1ccc(N2CCOCC2)cc1 (stereo unspecified) | 4 | 0.8 | -4 | 2 | 6 | -1 | 7 | -2 | 4 | -2
CCOc1ccc(NC(=O)CC2C(=O)N(c3ccccc3)C(=O)N2CCc2cccs2)cc1 (stereo unspecified) | 1 | -0.1 | 4 | 9 | 2 | 0 | 1 | -1 | 1 | -10
CCCCCCN1CCN(C2CN(Cc3ccc(C)cc3)S(=O)(=O)C2)CC1 (stereo unspecified) | -3 | -2.5 | -3 | 2 | -1 | 2 | 1 | 3 | 0 | nt
CCOC(=O)c1c(C(C)(C)C)oc2ccc(OCC#N)cc12 | 0 | 0.9 | 6 | -5 | -1 | 4 | -3 | -12 | -3 | -19
Cc1ccc(-n2nc(C)c(C(=O)N3CCN(C(=O)c4ccco4)CC3)c2-n2cccc2)cc1 | -2 | 1.1 | 0 | 2 | -7 | 2 | 0 | 4 | -2 | -2
Cc1ccccc1-n1c(SCC(=O)NC(N)=O)nc2sc(-c3ccccc3)cc2c1=O | 0 | 1.9 | 2 | 6 | 9 | -3 | 2 | 0 | 0 | -9
O=C1C=C(NCc2ccncc2)CC(c2ccccc2)C1 (stereo unspecified) | 0 | 0.0 | -1 | -1 | 0 | -2 | 1 | -2 | 0 | -4
CCOc1c(/C=C(\C#N)C(N)=O)c2ccccc2n1CC | -3 | -0.8 | -1 | -3 | -3 | 0 | 3 | 6 | 1 | -6
Nc1c(Cl)cc2c(c1Oc1ccccc1)C(=O)c1ccccc1C2=O | 0 | -3.5 | -2 | 2 | 16 | 2 | 0 | 8 | -1 | 5
O=C(CNC1=NCCC1)c1ccc(Cl)cc1 | 0 | -1.3 | -6 | 1 | -1 | 2 | 4 | -13 | 1 | -3
CCCOc1ccc(N2C(=O)CC(SCCN)C2=O)cc1 (stereo unspecified) | -2 | -1.1 | 2 | -4 | -1 | -1 | 22* | 1 | 0 | 2
CC(=O)c1c(C)[nH]c(C(=O)OCc2nc3ccsc3c(=O)[nH]2)c1C | 1 | -1.2 | -2 | -2 | 2 | -4 | 0 | -3 | -1 | 0
CCOC(=O)CNS(=O)(=O)Cc1ccccc1 | 2 | -0.6 | -6 | 0 | 1 | -3 | 1 | -3 | 2 | -4
Cc1nnc(N/N=C/c2cc(C)n(-c3ccc(F)cc3)c2C)n1N | 45* | -3.3 | -4 | 1 | 0 | -4 | 8 | 2 | 11 | -4

The list is partial; the hit share may differ from the screen's.
